IL2 activator: qHTS of IL-2 Activators. IL-2 activation reporter assay, cell-based qHTS; stimulated with anti-CD3/CD4/CD28 beads; in transgenic mouse T cells. activation, % (series mostly up to about 46 µM). hit rate 0.065% among 360,000; in the data active = activation above about 50%; inconclusive = mostly about 30% to 49%; note: 0% is about no effect
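Readout: EGFP and DsRed signals by fluorescent plate cytometry. Unstimulated transgenic mouse T cells received compound 60 min before antibody-bead stimulation, then incubated 18 h at 37 degrees C.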
EPAC1 antagonist: qHTS for Antagonist of cAMP-regulated guanine nucleotide exchange factor 3 (EPAC1): primary screen | Rap guanine nucleotide exchange factor 3 (Homo sapiens), O95398 | EPAC1 GEF assay, Rap1b-BODIPY-GDP exchange fluorescence | Potency, µM (top dose mostly 115 µM), for the others: top-dose activity change, negative = inhibition, actives largely listed as inhibitors | hit rate 0.14% among 360,000;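 note: potency is the fitted concentration of half-maximal effect; plate controls were vehicle for no effect and positive control for full effect; nearly all actives have a fitted effect of over 50% in size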
PTHR1 agonist: qHTS for PTHR1 Agonists: Primary Screen; Parathyroid hormone/parathyroid hormone-related peptide receptor (Homo sapiens), Q03431; hit rate 0.075% among 410,000; Potency, µM (titrated, usually from 115 µM), for the others: top-dose activation, hits mostly activators; HEK293 GP2 PTHR1 cells, GloSensor cAMP luminescence, 1 h; note: potency is the fitted concentration of half-maximal effect; nearly all actives have a fitted effect of over 55% in size; some results filed as inactive show a strong effect at the top dose; inactives centre near -15; many of its hits are not listed in these tables
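HEK-293-derived GP2 cells expressing PTHR1 and a GloSensor cAMP reporter, 3,000/well, plated overnight, given luciferin plus IBMX (each 0.5 mM as added) for 1 h at 37 °C, then compound for 1 h at 37 °C. Luminescence was read after 15 min at room temperature.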
GLP1R ag: qHTS of GLP-1 Receptor Agonists | Glucagon-like peptide 1 receptor (Homo sapiens), P43220 | HEK293 GLP-1R CRE-luciferase, luminescence, 4-6 h; cells express a hypersensitive GLP-1R form | Potency, µM (titrated, usually from 45.6 µM), without a hit: at the top dose activation, most hits filed as activators | hit rate 0.007% among 380,000 | AID 624172, 2012; note: potency is the fitted concentration of half-maximal effect; % of control where 0% means no effect
Target sequence (P43220 whole entry, looked up): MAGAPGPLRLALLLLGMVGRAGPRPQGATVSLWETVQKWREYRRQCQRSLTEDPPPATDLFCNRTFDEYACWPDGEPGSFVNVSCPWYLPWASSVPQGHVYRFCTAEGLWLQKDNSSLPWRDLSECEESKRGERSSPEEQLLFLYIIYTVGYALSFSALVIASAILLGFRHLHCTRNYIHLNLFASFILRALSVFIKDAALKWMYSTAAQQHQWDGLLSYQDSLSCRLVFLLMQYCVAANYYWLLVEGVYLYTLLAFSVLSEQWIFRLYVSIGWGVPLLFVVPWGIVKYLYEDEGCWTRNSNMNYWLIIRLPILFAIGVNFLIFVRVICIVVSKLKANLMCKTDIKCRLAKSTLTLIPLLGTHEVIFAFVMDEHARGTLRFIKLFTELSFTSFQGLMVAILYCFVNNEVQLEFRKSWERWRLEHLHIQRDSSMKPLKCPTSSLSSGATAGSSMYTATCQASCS
GLP-1R inv ag: qHTS of GLP-1 Receptor Inverse Agonists (Inhibition Mode); Glucagon-like peptide 1 receptor (Homo sapiens), P43220; HEK293 GLP-1R CRE-luciferase, luminescence, 24 h; GLP-1R form is constitutively active; Potency, µM (highest dose often 38.3 µM), for inactives: top-dose activity change, negative = inhibition, usual class: inhibitors; hit rate 1.6% among 410,000; AID 624417, 2012; note: potency is the fitted concentration of half-maximal effect; % is set by controls: 0 for no effect and ±100 for the full control effect; nearly all actives have a fitted effect of over 55% in size
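qHTS in 1536-well format: reporter HEK293 cells expressing constitutive GLP-1R activity in DMEM + 10% Nu serum, 24 hr with compounds at 37 deg C, luminescence read after 12 min with detection reagent.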
PI5P4K alpha inh: qHTS for Inhibitors of phosphatidylinositol 5-phosphate 4-kinase (PI5P4K). max response, %. PI5P4Kalpha enzyme, ADP-Glo luminescence, 60 min; stronger effect = lower value. Phosphatidylinositol 5-phosphate 4-kinase type-2 alpha (Homo sapiens), P48426. hit rate 1.2% among 330,000; active = max response of -50% or lower; inconclusive = between -30% and -50%; inactive = -30% or higher; note: value at the top dose of about 77 µM; % is set by controls: 0 for no effect and ±100 for the full control effect
Target sequence (P48426 whole entry, looked up): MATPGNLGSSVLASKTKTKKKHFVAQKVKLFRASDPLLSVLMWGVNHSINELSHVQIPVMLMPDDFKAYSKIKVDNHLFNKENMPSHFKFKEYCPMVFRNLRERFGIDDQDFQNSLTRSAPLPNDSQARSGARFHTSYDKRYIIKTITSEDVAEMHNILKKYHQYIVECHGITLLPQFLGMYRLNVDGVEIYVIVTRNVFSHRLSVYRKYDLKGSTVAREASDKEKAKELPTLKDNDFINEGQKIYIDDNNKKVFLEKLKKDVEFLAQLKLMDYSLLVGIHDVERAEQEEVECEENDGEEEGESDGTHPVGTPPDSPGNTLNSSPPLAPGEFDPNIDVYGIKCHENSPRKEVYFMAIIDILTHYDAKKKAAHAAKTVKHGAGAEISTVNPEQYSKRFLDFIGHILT
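Luminescence from ADP-Glo served as readout of PI5P4Kalpha activity in a qHTS format. Reaction: enzyme, substrate, compound, ATP at 5 microM final, 60 min at RT.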
GLP1R cytotox: qHTS of GLP-1 Receptor Inverse Agonists: Cytotox Screen; HEK293 cAMP-luciferase reporter cells, luminescence, 24 h; Potency, µM (series often up to 38.3 µM), without a hit: top-dose activity change, negative = inhibition, hits mostly inhibitors; hit rate 0.13% among 410,000; AID 624418, 2012;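 note: loss of luciferase light is scored as toxicity; potency is the fitted concentration of half-maximal effect; % is set by controls: 0 for no effect and ±100 for the full control effect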
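To flag toxic compounds, the library was rerun on cells for 24 hr at 37 deg C and 5% CO2. Viability-linked luminescence was captured 12 min after adding luciferase detection reagent.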
EPAC1 ag: qHTS for Agonist of cAMP-regulated guanine nucleotide exchange factor 3 (EPAC1): primary screen. Rap guanine nucleotide exchange factor 3 (Homo sapiens), O95398. EPAC1 agonist qHTS, biochemical assay; response scale: 100% = response to 6.5 mM cAMP. Potency, µM (highest dose often 154 µM), for the others: at the highest dose activation, actives largely listed as activators. hit rate 0.073% among 360,000; note: potency is the fitted concentration of half-maximal effect; nearly all actives have a fitted effect of over 60% in size
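Compounds were pinned as a concentration titration into mixtures of EPAC1 (100 nM), BODIPY-GDP-loaded Rap1B (250 nM) and GDP (50 uM). After 5 min at room temperature, fluorescence was followed for 30 min; activity was scaled to 6.5 mM cAMP.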
PLK1 PBD block: qHTS for Inhibitors of PLK1-PDB (polo-like kinase 1 - polo-box domain): Primary Screen. Serine/threonine-protein kinase PLK1 (Homo sapiens), P53350. Plk1 PBD binding of FITC phosphopeptide, fluorescence polarization. Potency, µM, for inactives: max response, negative = inhibition, usual class: inhibitors. hit rate 2.8% among 360,000. AID 720504, 2013; note: potency is the fitted concentration of half-maximal effect; series mostly up to about 57 µM; % is set by controls: 0 for no effect and ±100 for the full control effect; nearly all actives have a fitted effect of over 65% in size
* hit, by the source's call; i = inactive; ? = inconclusive; · = no result given; & = joins results of further samples; [ ] = remark or other dose. Unless noted, calls come from the whole dose curve; as a rule, active = well fitted curve in the direction sought with a large enough effect; inconclusive = small, poorly fitted or top-dose-only effect, or another doubt; inactive = no such curve, though single readings can be large; an effect the other way counts as inactive or inconclusive. The list is partial; rates above refer to the full screens.

SMILES	IL2 activator	EPAC1 antagonist	PTHR1 agonist	GLP1R ag	GLP-1R inv ag	PI5P4K alpha inh	GLP1R cytotox	EPAC1 ag	PLK1 PBD block
CCN(CC(=O)Nc1ccc(OC)cc1)C(=O)c1ccc([N+](=O)[O-])cc1	-2.5	-18%	i	6%	-5%	-64*	-6%	-4%	6.7µM*
O=C(Nc1cccc(O)c1)c1cc2nc(-c3ccccc3)cc(-c3ccccc3)n2n1	-0.2	3%	-50%[inhibitor]	-10%	?	-21	146%[activator]	2%	-11%
O=C(NCCc1c[nH]c2ccccc12)C1CCC(=O)N(CCc2cccc(F)c2)C1 (stereo not drawn)	-3.6	4%	i	-3%	-16%	5	-2%	-9%	-17%
COc1ccc2oc(C(=O)OCC(=O)N(C)Cc3ccccc3)c(C)c2c1	-6.6	-1%	-9%	7%	?	-7	18%	14%	-5%
CNC(=O)C[C@H]1C(=O)N(CCc2ccccc2)C[C@@H]1Cc1ccccc1	-1.4	4%	i	-4%	1%	3	-3%	2%	0%
C[N+](C)(C)CC(=O)N1CCN(c2ccc3ccccc3n2)CC1	-1.5	-16%	i	-1%	-8%	-5	-7%	8%	-5%
Cc1ccc(S(=O)(=O)N(C)c2ccc(OC(=O)c3ccc(N4CCCC4=O)cc3)cc2)cc1	-2.0	6%	i	3%	21%	21	9%	-14%	1%
O=C(CN1CCN(Cc2ccccc2)CC1)NCC1COc2ccccc2O1 (stereo not drawn)	-0.9	4%	-1%[57.5 µM]	-7%	2%	0	-10%	2%	0%
COc1ccc(S(=O)(=O)N2CCOC2CNC(=O)C(=O)NCCc2c[nH]c3ccccc23)cc1C (stereo not drawn)	-4.8	?	-3%	0%	?	-13	-26%	-23%	-4%
Cc1nnsc1C(=O)NC1CCCc2c1cnn2-c1ccc(C(C)(C)C)cc1 (stereo not drawn)	-4.8	5%	-29%	-6%	?	-1	-12%	0%	1%
O=C(NCCc1cccs1)C12CN(Cc3ccccc3)CC1C(c1cccc([N+](=O)[O-])c1)=NO2 (stereo not drawn)	0.1	4%	4%	4%	?	-5	-3%	-8%	-6%
CC1(C)CC(=O)C2=C(C1)N=C1SCCC(=O)N1C2c1ccc(C(F)(F)F)cc1 (stereo not drawn)	2.4	-7%	-18%	-2%	-8%	·	5%	0%	0%
CCCC(=O)c1cc(F)c(N2CCN(S(=O)(=O)c3ccccc3)CC2)cc1C	-2.3	2%	i	6%	?	·	11%	9%	1%
COc1ccc(CN2CCNC(=O)C2CC(=O)NCC2CCOCC2)c(C)c1C (stereo not drawn)	-2.0	10%	-13%	-3%	11%	-1	0%	8%	-5%
COc1cc(C2C(C#N)=C(N)N(N(C)C)C3=C2C(=O)CCC3)ccc1O (stereo not drawn)	1.8	2%	-6%	8%	18%	4	3%	5%	-13%
CC(C)(C)CC(=O)Nc1cc2c3c(c1)CCN3C(=O)CC2	1.9	-2%	-3%	3%	5%	0	-22%	1%	-9%
Cc1nc(Cl)sc1C(=O)Nc1ccc(C(F)(F)F)cc1	-0.9	-2%	-11%	6%	?	4	0%	3%	-11%
O=C1[C@@H]2[C@@H]3C[C@@H]([C@H]4ON=C(c5ccc(OCc6ccccc6)cc5)[C@@H]34)[C@@H]2C(=O)N1c1ccc2c(c1)OCO2	-1.0	2%	i	-11%	-9%	3	-18%	3%	2%
Cn1ccnc1SCC(=O)Nc1cccc([N+](=O)[O-])c1	2.4	14%	-34%[inhibitor]	5%	13%	-3	-24%	-5%	1%
CCC(=O)n1nc(-c2ccco2)nc1N	-4.9	15%	i	-8%	14%	5	12%	-3%	-7%
COc1cccc(-c2nnc(SCC(=O)OC(C)C)n2N)c1	0.9	2%	-3%[57.5 µM]	-14%	-12%	·	5%	-2%	-10%
CN(C)C(=S)c1ccc2ccccc2n1	0.9	0%	i	-7%	0%	7	3%	-12%	-4%
Cc1ccc(CSc2nnc([C@@H]3CCCN3)o2)cc1	-1.8	-2%	i	-15%	8%	-1	2%	-3%	-8%
Cc1cc(NC(=S)N(CCN2CCCCC2)Cc2ccco2)ccc1Cl	-6.6	-9%	-17%	10%	?	-1	?	9%	-18%
CCOc1ccc(C(=O)NCC(=O)OCC(=O)N2CCCCC2)cc1	-1.3	-6%	0%[57.5 µM]	-6%	-2%	-3	-22%	0%	-10%
CCOc1ccc(OCCCC(=O)N2CCN(S(=O)(=O)c3ccc(Cl)cc3)CC2)cc1	-1.5	-6%	-33%[inhibitor]	-6%	-17%	-7	-1%	14%	0%
COc1ccc(NC(=O)c2ccc(-n3c(C)ccc3C)cc2)c(OC)c1	-3.3	0%	i	10%	76%[activator]	-6	-5%	11%	-6%
O=C(O)CCN=Cc1c(O)c2ccccc2oc1=O	0.2	7%	i	4%	?	-8	-5%	1%	-2%
O=C(COC(=O)c1ccccc1C(=O)OCC(=O)NCCc1c[nH]c2ccccc12)NCCc1c[nH]c2ccccc12	-0.6	-6%	0%	-4%	?	3	-29%	1%	-13%
CCOc1ccc(CN(C)Cc2cc(=O)oc3c(C)c(C)ccc23)cc1OC	-4.0	?	-23%	29%	-1%	1	6%	1%	-10%
Cc1noc(C)c1COc1ccc(C(=O)OCC(=O)N2CC3(C)CC2CC(C)(C)C3)cc1 (stereo not drawn)	-3.2	-2%	-28%[57.5 µM]	0%	?	4	1%	-8%	-9%
O=C(Nc1nc(-c2ccco2)c(-c2ccco2)s1)C1CC(=O)N(c2ccc3c(c2)OCCO3)C1 (stereo not drawn)	1.3	?	i	-11%	-28%	-76*	-5%	-2%	?
O=C(C1CCCN(S(=O)(=O)c2cccc3nonc23)C1)N1CCN(c2cccc(Cl)c2)CC1 (stereo not drawn)	-0.3	0%	-30%[57.5 µM]	0%&-4%	1%&3%	·	5%&-18%	5%	3%&-1%
Cc1ccccc1N1CCN(CC(=O)Nc2ccccc2C(=O)NC2CC2)CC1	-0.6	-7%	-34%[inhibitor]	17%	-15%	10	-6%	5%	4%
CC(C)(C)C1CCC(OC(=O)CCC(=O)Nc2ccccc2)CC1 (stereo not drawn)	-2.7	-28%	-11%	11%	?	22	9%	-16%	-7%
COc1ccc(NC(=O)CSc2ccc(C)cc2)cc1	-1.6	-1%	-32%[inhibitor][57.5 µM]	1%	13%	1	2%	9%	-3%
CCN(CCCn1c(=S)[nH]c2ccc(N3CCOCC3)cc2c1=O)c1ccccc1	-1.0	-19%	-1%	11%	?	7	-2%	1%	-10%
Cc1ccc(S(=O)(=O)NNC(=O)c2ccccc2O)cc1	0.2	12%	-5%	4%	9%	4	-1%[1.53 µM]	3%	-4%
NCC(O)CN1CCN(Cc2ccccc2)CC1 (stereo not drawn)	-0.3	-2%	-21%	9%	-13%	?	-15%	4%	-23%
CCn1c(SCC(=O)OC)nnc1-c1ccccc1	-1.4	-4%	i	4%	-3%	-12	21%	7%	-25%
Cc1ccc(C)c(NC(=O)CCC(=O)NNC(=O)C(c2ccccc2)c2ccccc2)c1	0.4	4%	-6%	-14%	0%	·	5%	4%	7%
O=C(c1ccccc1)N1CCN(c2nc3ccc([N+](=O)[O-])cc3s2)CC1	-4.3	-8%	-48%[inhibitor]	0%	?	-7	-14%	-12%	-1%
CCc1nc2c(OCC(=O)c3ccc(F)cc3)cccn2c1N(C)C(=O)COc1ccccc1	0.5	4%	-19%	9%	4%	-3	-5%	8%	-8%
N#CC1=C(N)C(C#N)(C#N)C2(C(=O)Nc3ccccc32)C2CCCC=C12 (stereo not drawn)	-1.3	-11%	-4%[57.5 µM]	1%	0%	·	8%	8%	-11%
O=C(Nc1ccc2c3c(cccc13)CC2)c1ccco1	1.1	-11%	i	1%	-34%	2	-2%	-6%	-27%
C/C(=N\NC(=O)c1ccccc1C)c1ccc(N2CCOCC2)cc1	0.7	-9%	-1%	4%	3%	2	1%	18%	-9%
CC(=O)NC(CC(=O)N1CCCC1)c1ccccc1 (stereo not drawn)	-2.3	10%	-19%	-4%	2%	-3	2%	-6%	0%
O=C(N/N=C/c1ccc(N2CCOCC2)cc1)c1ccncc1	0.1	4%	i	7%	13%	3	-9%	-4%	-5%
CC(C)=NNc1nc(-c2ccc([N+](=O)[O-])cc2)cs1	-0.5	-6%	-76%[inhibitor]	-2%	?	-6	-8%[7.66 µM]	2%	-8%
CC(C)(C)c1ccc2c(c1)OC(C(=O)N/N=C/c1ccc([N+](=O)[O-])o1)CO2 (stereo not drawn)	-0.9	-13%	-25%	11%	-27%	-6	-4%	-1%	?
(next part)
SMILES	IL2 activator	EPAC1 antagonist	PTHR1 agonist	GLP1R ag	GLP-1R inv ag	PI5P4K alpha inh	GLP1R cytotox	EPAC1 ag	PLK1 PBD block
Cc1ccc(CN=c2c([N+](=O)[O-])nn(-c3ccc4c(c3)OCCO4)n2O)cc1	-4.8	-17%	i	7%	0%	-4	-2%	3%	-7%
CCOc1ccc(Nc2nc(Cc3nnc(SCC(=O)c4ccc(C)cc4)o3)cs2)cc1	-0.2	1%	-11%[57.5 µM]	-1%	1%	·	6%	9%	-7%
CCOc1ccc(NC(=O)CSc2nnc(-c3cc(C)[nH]n3)n2N)cc1	-1.7	4%	i	2%	1%	-3	-11%	4%	-3%
Clc1ccc2nc(CSc3nncn3-c3ccccc3)cn2c1	-1.1	2%	-27%[57.5 µM]	4%	-2%	·	3%	0%	2%
